# Screening data deposited in PubChem by School of Medicine, Boston University.
# PL synth Enamine: blocks phospholipid synthesis in CHO cells, Enamine compounds | ZR-82 CHO cells, pyrene fatty acid UV survival, CellTiter Blue; peroxisome-deficient CHO-K1 mutant line; plus DGAT-1, DGAT-2 and ACAT inhibitors | 20,000 compounds, 0.4% hits | calls only at 10 µM | AID 1347385;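 active means cell survival signal 2 SD away from solvent-only control wells, confirmed on one or two retests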;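 further: 3 h compound exposure then viability read about one day after UV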
# Calls only; i = inactive; + = active, no number. A portion of the library; the hit share may differ from the screen's.
SMILES,PL synth Enamine
Cc1nc(C)c(C(=O)OCC(=O)c2cc(C)n(C3CC3)c2C)s1,i
COc1ccc(-c2noc(CSc3nnc(-c4ccc5c(c4)OCO5)o3)n2)cc1OC,i
Oc1ccc2ccccc2c1C=Nc1ccc(-n2cnc3cc(N=Cc4c(O)ccc5ccccc45)ccc32)cc1,i
O=C1CSC(=Nc2ccc(Br)cc2)N1c1ccc(Br)cc1,i
Nc1c(C(=O)CSc2ccc3ccccc3n2)c(=O)[nH]c(=O)n1C1CC1,i
CCCCN1C(=O)C(=O)N(CC(=O)c2cc(C)n(C3CC3)c2C)C1=O,i
Fc1cc(F)c(F)c(Oc2ccnc3cc(Cl)ccc23)c1F,i
Fc1ccc(-c2nnc(/C(Cl)=C/c3ccncc3)o2)cc1,i
Cc1cc(C=C2Sc3ccccc3N2C)cc(C)[n+]1CCCn1ccnc1,i
O=C1OC(C(=O)N2CCc3ccccc32)Cc2ccccc21 (stereo not given),i
Fc1ccc(C2=Nn3c(Cc4ccccc4F)nnc3SC2)cc1,i
c1ccc2c(Oc3ncnc4sc5c(c34)CCCC5)cccc2c1,i
Clc1ccc(N=C2SCC3CCCCN23)cc1 (stereo not given),i
Cc1nc(N2CCC(C)CC2)c2c3c(sc2n1)CCCCC3,i
O=[N+]([O-])c1cc(S(=O)(=O)Nc2ccc(Cl)cc2)ccc1NNS(=O)(=O)c1ccc2c(c1)OCCO2,i
Cc1occc1-c1nnc(SCC(=O)NC2CC2)o1,i
COc1ccc(NS(=O)(=O)c2ccc(S(=O)(=O)N(C)C)cc2)cc1S(N)(=O)=O,i
O=C(O)c1nn(-c2ccccc2)cc1O,i
O=c1c(-c2ccc(F)cc2)coc2c3c(ccc12)OCCO3,i
O=C1/C(=N/NC(=S)NC2CCCCC2)c2cccc3cccc1c23,i

# The closing five entries of the part before come first, to join the parts.
SMILES,PL synth Enamine
Cc1occc1-c1nnc(SCC(=O)NC2CC2)o1,i
COc1ccc(NS(=O)(=O)c2ccc(S(=O)(=O)N(C)C)cc2)cc1S(N)(=O)=O,i
O=C(O)c1nn(-c2ccccc2)cc1O,i
O=c1c(-c2ccc(F)cc2)coc2c3c(ccc12)OCCO3,i
O=C1/C(=N/NC(=S)NC2CCCCC2)c2cccc3cccc1c23,i
O=S(NC12CC3CC(CC(C3)C1)C2)c1ccc2ccccc2c1 (stereo not given),i
Cn1nnnc1SCc1cc2c(cc1Br)OCO2,i
CN(C)CCCN1C(=O)C(O)=C(C(=O)c2ccco2)C1c1ccco1 (stereo not given),i
c1ccc(Oc2ccccc2COc2ccc(-c3nnco3)cc2)cc1,i
Cc1cccc2nc(CSc3nnc(C(F)(F)F)n3C)cc(=O)n12,i
NC(=O)CN1C(=O)NC2(CCCCCCC2)C1=O,i
Cn1cnnc1SCC(=O)Nc1sccc1C(N)=O,i
Cc1cccn2c(=O)c3cc(C(=O)N4CC(C)OC(C)C4)sc3nc12 (stereo not given),i
O=C(/C=C/N(C1CCCCC1)C1CCCCC1)C(F)(F)F,i
O=c1cc(CSc2nnc(Cc3cccs3)n2C2CC2)nc2sccn12,i
NC(=O)C1CCCCN1C(=S)NC1CC2CCC1C2 (stereo not given),i
C/C(=N\NS(=O)(=O)c1ccc(C)cc1)c1ccc2c(c1)OCCO2,i
Cc1cc2nc(Sc3nnc(C)n3C)c3ccccc3n2n1,i
Cc1cc(C)n(CC(O)Cn2c3ccc(Br)cc3c3cc(Br)ccc32)n1 (stereo not given),i
c1cncc(-c2nc(Sc3nnc(NC4CC4)s3)c3ccccc3n2)c1,i
CC(=O)NC(=S)NN1C(=O)C2=CC=CC3=CC=CC(C1=O)C32 (stereo not given),i
C=CCNC(=S)N1CCCc2ccccc21,i
O=[N+]([O-])c1cccc(N=P(c2ccccc2)(c2ccccc2)c2ccccc2)c1,i
c1ccc(-n2nnnc2Sc2nc(C3CC3)n(-c3ccccc3)n2)cc1,i
O=C(CN1C(=O)S/C(=C\c2cccs2)C1=O)N1CCCC1,i

# 2 entries from above, set out differently:
mol: Cc1cc(C)n(CC(O)Cn2c3ccc(Br)cc3c3cc(Br)ccc32)n1 (stereo not given)
  PL synth Enamine: i

mol: CC(=O)NC(=S)NN1C(=O)C2=CC=CC3=CC=CC(C1=O)C32 (stereo not given)
  PL synth Enamine: i

# Next records.
SMILES,PL synth Enamine
CC1CCC(C(C)C)C(OP(=O)(c2ccccc2)C(O)c2ccccc2F)C1 (stereo not given),i
c1ccc2c(c1)oc1c(N3CCCC3c3ccc4c(c3)OCCO4)ncnc12 (stereo not given),i
Cc1cc(C)n2c(CCCN)nnc2n1,i
CCN(CC)S(=O)(=O)c1ccc(N/N=C2/C=C(C)CC2)nc1,i
S=c1nc[nH]c2cc(-c3ccc(Br)cc3)sc12,i
FC(F)Oc1ccc(/C=N/Nc2ncc(C(F)(F)F)cc2Cl)c(OC(F)F)c1,i
O=c1[nH]c(CSC2=NC3CCCCC3N2)nc2ccsc12 (stereo not given),i
COc1cc(OC)c(OC)cc1/C=N/N=C(c1ccccc1)c1ccccc1,i
CCOC(=O)CCCSc1nc(N)c2c(C)c(C)sc2n1,i
CC(=O)NCCNC(=O)c1nonc1N,i
CN(C)C(=O)CSc1ncnc2sc3c(c12)CCCC3,i
O=S1(=O)CCN2C(=N1)Sc1cc(Oc3ccccc3)ccc12,i
O=S(=O)(c1ccc2ccccc2c1)N1CCCc2ccccc21,i
CC(C)c1cc(C(C)C)c(S(=O)(=O)NC2CC(C)(C)NC(C)(C)C2)c(C(C)C)c1,i
O=[N+]([O-])c1cc(S(=O)(=O)N2CCOCC2)ccc1NN=C1CCCC1,i
Cc1cc(C(=O)COC(=O)c2ccc([N+](=O)[O-])o2)c(C)n1CC1CCCO1 (stereo not given),i
CCCn1c(=O)[nH]c(=O)c2c1nc(C)n2CCOC,i
OCCN1CCN(Cn2c(=S)n(CN3CCN(CCO)CC3)c3ccccc32)CC1,i
Cc1nc(SCc2cc(=O)n3ccsc3n2)c2c3c(sc2n1)CC(C)CC3 (stereo not given),i
O=C(Cc1n[nH]c(=O)c2ccccc12)OCc1nc2ccccc2c2ccccc12,i
C=CCSC1=NC(C)=NC(=O)C1=P(c1ccccc1)(c1ccccc1)c1ccccc1,i
Nc1ncnc2oc(-c3ccccc3)c(-c3ccccc3)c12,i
Cn1c(SCc2nnc(-c3ccc(Cl)cc3)o2)nnc1-c1ccc(Cl)cc1,i
CCn1c(SC(C)C(N)=O)nnc1-c1ccco1 (stereo not given),i
O=C1/C(=C/c2ccccn2)SC(=S)N1c1cccnc1,i
O=C(O)C(Cc1cnc[nH]1)N1C(=O)C2C3C=CC(C3)C2C1=O (stereo not given),i
COc1cc(OC)c(C2Nc3cc(Cl)c(S(N)(=O)=O)cc3S(=O)(=O)N2)cc1OC (stereo not given),i
CCC(=O)N(c1nnc(SC(C)C(=O)NC2CCCC(C)C2C)s1)C1CC1 (stereo not given),i
Fc1ccc(C2CC(c3cccc4ccccc34)n3nnnc3N2)cc1 (stereo not given),i
O=S(=O)(c1ccc(Cl)cc1)c1nc(Nc2ccc(F)cc2F)sc1Cl,i
Cc1nc2ccccn2c1P(=Nc1ccc([N+](=O)[O-])cc1)(N1CCOCC1)N1CCOCC1,i
CCOC(=O)/C(=C\c1c(C)nc2sccn12)C(=O)c1[nH]c(C)c(C(=O)OCC)c1C,i
COc1cc2nc(CCC3CCCC3)oc(=O)c2cc1OC,i
O=C(CSc1nnc(-c2ccco2)o1)N1N=C(c2cccs2)CC1c1cccs1 (stereo not given),i
Cc1nc(C23CC4CC(CC(C4)C2)C3)cs1,i
C(=N\n1c(-c2cc3ccccc3o2)csc1=NCC1CCCO1)/c1ccc2c(c1)OCCO2 (stereo not given),i
C=CCn1sc(N)c(C(=O)OCC)c1=S,+
Cc1ccc(NC(=S)NCc2ccc3c(c2)OCO3)nc1,i
O=C(CN1C(=O)NC2(CCCc3sccc32)C1=O)N1CCN(C(=O)c2cccs2)CC1 (stereo not given),i
CN(CCO)P1(=O)C=C(c2ccccc2)SC(c2ccccc2)=C1,i

# Molecules shown so far with a COOH group, in the order listed:
SMILES,PL synth Enamine
O=C(O)c1nn(-c2ccccc2)cc1O,i
O=C(O)C(Cc1cnc[nH]1)N1C(=O)C2C3C=CC(C3)C2C1=O (stereo not given),i

# Continued.
SMILES,PL synth Enamine
O=S(=O)(NCc1ccc2c(c1)OCO2)c1ccc2c(c1)OCCO2,i
Cc1cccn2c(=O)c3cc(C(=O)NCC4CCCO4)n(C)c3nc12 (stereo not given),i
C=CCNC(=S)NN=C1c2ccccc2-c2ccccc21,i
O=[N+]([O-])c1cc(S(=O)(=O)N2CCCC2)ccc1N1CCCC1,i
CCN1CCc2nc(N/C=C/C(=O)C(F)(F)F)sc2C1,i
Cn1c(=O)c2c(ncn2Cc2nc3ccccc3o2)n(C)c1=O,i
Cc1cc(CNC2CCC(O)CC2)c(C)n1-c1ccnn1C(C)C (stereo not given),i
c1ccc(-c2cc(-c3ccccc3)n3c(c2)nc2ccccc23)cc1,i
Nc1ccc2[nH]c(=O)[nH]c2c1,i
Cc1occc1-c1nnc(SCC(=O)c2cc(C)n(C)c2C)o1,i
COc1cc(OC)c(C2N=C(N)Nc3nc4ccccc4n32)cc1OC (stereo not given),i
O=[N+]([O-])c1ccc(Sc2ccc(F)cc2)c(S(=O)(=O)N2CCCC2)c1,i
Cc1sc2ncnc(NCC(C)O)c2c1C (stereo not given),i
Cc1csc(SCC(=O)c2c(N)n(C3CC3)c(=O)[nH]c2=O)n1,i
Cc1cc(C)nc(Nc2nc(C)c3cc4c(cc3n2)OCO4)n1,i
O=C(Nc1nccs1)C1CCCN1C(=O)C12CC3CC(CC(C3)C1)C2 (stereo not given),i
Nc1nc2c(F)cc(F)cc2s1,i
O=C1NC(=S)S/C1=C\c1cn(-c2ccccc2)nc1-c1cc2ccccc2o1,i
Fc1ccc(-c2cc3[nH]cnc(=S)c3s2)cc1,i
Cn1c(C(=S)N=P(C2CCCCC2)(N2CCOCC2)N2CCOCC2)ccc1C(=S)N=P(N1CCOCC1)(N1CCOCC1)C(C)(C)C,i
O=C(NC(=S)NC1CCCCC1)c1ccco1,i
Nc1sc2c(c1C(=O)c1cccs1)CCCC2,i
Cn1c(Sc2ncnc3sccc23)nc2ccccc21,i
COc1cc(/C=C2\N=C(C34CC5CC(CC(C5)C3)C4)OC2=O)cc(OC)c1OC,i
COc1ccc(C2=CC(c3cccc(Oc4ccccc4)c3)n3ncnc3N2)cc1 (stereo not given),i
Nc1nc(SCC(=O)N2CCNC2=O)nc2sc3c(c12)CCCCC3,i
Cc1nn(CC(=O)NCC(F)(F)F)c(C)c1S(=O)(=O)NC(C)(C)C,i
O=[N+]([O-])c1ccc(F)c(NC2=NCCC2)c1,i
CC(C)N=c1scc(-c2c[nH]c3ccccc23)n1/N=C/c1c[nH]c2ccccc12,i
O=c1[nH]c2ccc(S(=O)(=O)N3CCCC3c3nc4ccccc4s3)cc2[nH]1 (stereo not given),i
Cc1noc(C)c1CCC(=O)NC1=NCCS1,i
O=S(=O)(c1ccc2c(c1)N=Cc1c(nc3sccn13)O2)N1CCOCC1,i
COc1ccc(NS(=O)(=O)c2ccc(Oc3ccc(S(=O)(=O)N4CCCC4)cc3[N+](=O)[O-])cc2)cc1,i
O=P(c1ccccc1)(c1ccccc1)C1C2CC(C3C(c4ccccc4Cl)=NOC23)C1P(=O)(c1ccccc1)c1ccccc1 (stereo not given),i
NC1=NC(c2cccc(Br)c2)n2c(nc3ccccc32)N1 (stereo not given),i
Oc1[nH]c2ccc(Br)cc2c1N=Nc1ccc(C(F)(F)F)cn1,i
Cc1nc(SCC(=O)NC(=O)NC(C)(C)C)c2c(C)c(C)sc2n1,i
COc1ccc2c(c1)CCC/C2=N/Nc1ncc(Cl)cc1Cl,i
O=C1CCCC2=C1C(c1ccc3c(c1)OCO3)NC(=S)N2 (stereo not given),i
CCN(CC(=O)Nc1cc(C)on1)CC(=O)NC1CCS(=O)(=O)C1 (stereo not given),i
O=C(Cc1ccsc1)Nc1nccs1,i
Fc1ccccc1-c1nnc2n1N=C(c1ccc(Cl)c(Cl)c1)CS2,i
Clc1ccc(Cl)c(N=C2N=C(Nc3cc(Cl)ccc3Cl)c3ccccc32)c1,i
CC(C)(c1ccc(O)cc1)c1ccc(Cl)cc1,i
Cc1ccc(-c2nn3c(=S)[nH]nc3c3ccccc23)cc1,i
CCOC(=O)c1c(C)[nH]c(C(=O)CN2C(=O)C(=O)N(CC(C)C)C2=O)c1C,i
O=c1cc(CN2CCCCCC2)nc2sccn12,i
O=c1[nH]c2ccc(N=Cc3c(F)c(F)c(F)c(F)c3F)cc2[nH]1,i
CC1(C)NC(=O)NC1=O,i
O=C(CSc1nnc(-c2cccs2)n1C1CC1)NC1CC1,i
CCOC(=O)C1=C(COC(=O)/C=C/c2cccs2)NC(=O)NC1C (stereo not given),i
CN1CCN(/N=C/c2ccc(O)c(O)c2)CC1,i
O=c1[nH]cnc2cc(N3CCOCC3)c([N+](=O)[O-])cc12,i
O=C(Nc1nc(-c2ccco2)c(-c2ccco2)s1)C1CC(=O)N(C2CCCC2)C1 (stereo not given),i
O=c1cc(CN2CCN(Cc3cc4c(cc3O)CCC4)CC2)nc2sccn12,i
O=S1(=O)N=C(N2CCC(c3nc4ccccc4o3)CC2)c2ccccc21,i
O=C(NC1CCCCCC1)C1CC2CCCC(C1)C21SCCS1 (stereo not given),i
Cc1[nH]c2ccccc2c1/C=N/n1c(-c2cc3ccccc3o2)csc1=NC1CC1,i
